Screening results deposited in PubChem BioAssay by several laboratories.
RT RNaseH block – inhibitors of HIV-1 reverse transcriptase RNase H | RT-RNase H RNA/DNA duplex cleavage, fluorescence | inhibition, % at 10 µM | hit rate 1.9% among 65,000; in the data active means inhibition above about 50%
RmlCD inh mix – inhibitors of RmlC and RmlD coupled enzymes; AID 1532; RmlC/RmlD coupled enzyme inhibition, 384-well mixture HTS; hit rate 0.39% among 110,000; inhibition, % at 5.5 µM; in the data active means inhibition above about 30%, passing the limit was not always enough; further: strong numbers were not always called active
The depositor's hits bear a star; x = no result given. Not all compounds are listed (hit frequency here may not be typical).

SMILES	RT RNaseH block	RmlCD inh mix
N#Cc1ccc(Oc2ccc(/C=N/O)cn2)cc1	x	-2
COc1ccc(OC)c(NC(=O)Cn2c(-c3ccc(Cl)cc3)noc2=O)c1	7	0
O=P(CCN1CCCCC1)(c1ccccc1)c1ccccc1	x	-10
O=C(Nc1nc(-c2nc3ccccc3s2)cs1)C1COc2ccccc2O1 (stereo unspecified)	6	0
O=C(O)CCCC(=O)Nc1ccccc1-n1ccnc1	-6	5
CC1=CC(=C2N=C(c3ccccc3)OC2=O)C=C(C)O1	-17	7
Cc1ccc(CNC(=O)c2ccccc2CCc2ccccc2)cc1	x	-14
COc1ccc(CNC(=O)CSc2nnnn2-c2ccc(O)cc2)cc1	19	-20
Cc1cc(C)nc(NS(=O)(=O)c2ccc(NC(=O)Cn3c(=O)oc4ccccc43)cc2)n1	7	-9
CN1C=CC=C/C1=C1\SC(=S)N(C2CCCCC2)C1=O	x	12
O=C(NCc1ccc(F)cc1)c1cnn2ccccc12	x	-3
CC(=O)Nc1ccc(NCN2C(=O)C3C4CCC(C4)C3C2=O)cc1 (stereo unspecified)	x	-14

Record cards, as listed above:
Results for O=C(NCc1ccc(F)cc1)c1cnn2ccccc12 = RT RNaseH block = x; RmlCD inh mix = -3
Results for O=P(CCN1CCCCC1)(c1ccccc1)c1ccccc1 = RT RNaseH block = x; RmlCD inh mix = -10

(continued)
SMILES	RT RNaseH block	RmlCD inh mix
COc1ccc(CNC(=O)Cn2cc3c(n2)CCCCC3)cc1	-12	2
Cc1ccnc(NC(=O)c2ccc(N3C(=O)CCC3=O)cc2)c1	x	13
Cc1cc2n(c(=O)c1C#N)CCCN2c1cccc(Cl)c1	x	-5
Cc1ccc2cc(CCNC(=O)c3ccc4c(c3)OCO4)c(=O)[nH]c2c1	x	12
Cc1cc(=O)n(CCc2ccccc2)c(O)c1C#N	1	-3
CN1CCN(C(=O)C2=C[C@@H](c3ccccc3)C[C@@H](OCc3ccc(CO)cc3)O2)CC1	x	6
Cc1cc(OCc2nn[nH]n2)c2c(C)c(CC(=O)O)c(=O)oc2c1	-13	19
O=c1c2cn[nH]c2[nH]c(=S)n1-c1ccccc1F	30	10
CCOC(=O)CSC(C)C(=O)Nc1nnc(C(C)C)s1 (stereo unspecified)	-5	7
COC[C@]12CN(C)C3C4[C@H](OC)[C@H]1C3([C@@H](OC)C[C@H]2O)[C@@H]1C[C@@]2(O)[C@H](OC(=O)c3ccccc3)[C@@H]1[C@]4(OC(C)=O)[C@@H](O)[C@@H]2OC	x	8
O=C(NC1CCCCCCC1)c1c(O)c2ccccc2[nH]c1=O	16	5
Cc1ccc(NC(=O)N2CCOCC2)c(C)c1	x	-13
Cc1ccc(SCC(=O)NCCSC(C)(C)C)cc1	x	-15
COc1ccc(OC)c(-c2cc(C(=O)NCc3ccco3)no2)c1	-8	-9
Nc1nc2ccc(N3CCOCC3)cc2s1	11	-6
CC(=O)C1=C(O)C(=O)N(Cc2cccnc2)C1c1ccccc1 (stereo unspecified)	1	-16
COc1ccc(Nc2nc(N)nc(CN3CCN(c4ccccn4)CC3)n2)cc1	2	0
CC(C)CC(=O)NC(=S)Nc1ccc(NC(=O)c2cccs2)cc1	x	-10
CC(C)NC(=O)CCNC(=O)c1ccc(F)cc1	-5	8
O=C(NCC1CCCO1)c1cccs1 (stereo unspecified)	-1	2
CCCCOc1ccc(C(=O)N/C(=C\c2cccc([N+](=O)[O-])c2)C(=O)OC(C)C)cc1	x	-2
CSc1nnc2n(-c3ccc(C)cc3)c(=O)c3c4c(sc3n12)COC(C(C)C)C4 (stereo unspecified)	21	7
CC(C)(Oc1ccc(Cl)cc1)C(=O)OCn1nnc2ccccc2c1=O	x	-10
CC(=O)c1c(N2CCCCC2)nc(=S)n(-c2ccccc2)c1C	-1	-4
O=C(CC12CC3CC(C1)CC(CC(=O)N1CCCC1)(C3)C2)N1CCCC1	-5	-4
CCn1c(=O)cc(OCC(=O)N(C)C2CCCCC2)c2ccccc21	-12	16
CCCCNC(=S)NNC(=O)c1sccc1C	x	-8
CCC(=O)c1cc(F)c(N2CCN(S(=O)(=O)c3ccc(C)cc3)CC2)cc1C	6	10
COc1ccc(NC(=O)CC2SC(=NCc3ccccc3OC)NC2=O)cc1 (stereo unspecified)	15	-6
Cc1cccc(Cn2ncc(Cl)c(Cl)c2=O)c1	x	9
COc1cc2c(cc1OC)CN(C(=O)c1cc(S(=O)(=O)N3CCOCC3)ccc1Cl)CC2	-2	-7
Cn1c(=O)[nH]c(=O)c2c1nc(CN1CCOCC1)n2Cc1ccc(F)cc1	-5	-3
CC(=O)c1c(N2CCCCC2)nc(=S)n(Cc2ccccc2)c1C	0	11
CCc1nnc(NS(=O)(=O)c2ccc(N/C=C\C(=O)c3ccc(C)cc3)cc2)s1	x	5
Clc1ccc(-c2nc3n(n2)Cc2ccccc2-3)cc1	x	-12
COc1ccc(S(=O)(=O)N(CC(N)=O)C2CCCCC2)cc1Cl	2	-14
Cc1ccc(-c2nnc(N(C)C(=O)c3ccncc3)s2)cn1	-22	12
O=C(CN1C(=O)S/C(=C/c2cccs2)C1=O)N1CCOCC1	x	-5
CN(C(=O)COc1cc(=O)n(C)c2ccccc12)c1ccc(Cl)cc1	-44	10
CCOc1cc(C(c2c(C)[nH][nH]c2=O)c2c(C)[nH][nH]c2=O)ccc1OC(=O)c1cccc([N+](=O)[O-])c1	x	7
Cc1cc(C(=O)CSc2nc3ccccc3n2CCC#N)c(C)n1Cc1cccs1	16	4
Cc1ccnc(N2CCCC(C(=O)Nc3nnc(C)s3)C2)n1 (stereo unspecified)	-27	-11
CC1=CC2=NC(=O)CC(C)(C(=O)N(CC(=O)NC(C)(C)C)Cc3cccs3)N2C=C1 (stereo unspecified)	x	-4
Cc1ccc(-c2nc3ccc(C)cn3c2CC(=O)N(C)C)cc1	x	-3
Cc1ccc(C(=O)NCc2ccco2)cc1Br	x	8
CCC(=O)N1CCc2cc(S(=O)(=O)NC(CC(C)C)C(=O)N3CCc4ccccc43)ccc21 (stereo unspecified)	1	-7
CCOC(=O)c1c(C)n(C)c2ccc(O)c(S(=O)(=O)c3ccccc3)c12	3	6
O=C(COc1ccccc1)Nc1ccc(-c2nnc(-c3ccco3)o2)cc1	7	14
CCCN1C2CCCC1CC(NC(=O)NC1CCCCC1)C2 (stereo unspecified)	-9	5
O=C(c1ccccc1)c1cn(CC(=O)N2CCCc3ccccc32)c2ccccc12	x	19
COc1ccc(OC)c(C(=O)c2coc3ccc(OC)cc23)c1	-30	8
CN(C)/C(CN1CCOCC1)=C1\N=C(c2ccccc2)OC1=O	x	23
COc1ccccc1NC(=O)C1CCCN(S(=O)(=O)c2cccc3nsnc23)C1 (stereo unspecified)	-27	5
CC1(O)C(=O)C=C2C=C(C3CC3)OC=C2C1=O (stereo unspecified)	x	-10
Clc1ccc(-n2c(SC/C=C/c3ccccc3)nnc2-c2cccnc2)cc1	x	-12
Cc1ccc(-c2c(C)sc(NC(=O)C3C4CCC(O4)C3C(=O)O)c2C(=O)OC(C)C)cc1 (stereo unspecified)	x	7
Cc1cc(C(C)(C)C)oc1C(=O)N(CC(=O)NC1CCCC1)Cc1ccc(F)cc1	x	3
c1ccc(-c2nc(CSc3nnnn3-c3ccccc3)cs2)cc1	-75	-9
CC(Nc1nc(-c2ccc(F)cc2)cs1)c1nc2cc(Cl)c(Cl)cc2n1CCOCCO (stereo unspecified)	x	5
CC(C)=CC(=O)OCC(=O)Nc1nc(C)c(Cl)cc1Cl	-1	3
Carrying on:
SMILES	RT RNaseH block	RmlCD inh mix
CC(N=C(NS(=O)(=O)c1ccc(Cl)cc1)c1ccccc1)C(=O)O (stereo unspecified)	x	1
COc1ccc(S(=O)(=O)N(CCc2ccccc2)CC(=O)O)cc1	x	6
COCCNC(=O)CCCCCNS(=O)(=O)c1ccc(C)cc1	-21	-4
COc1ccc(C(=O)Nc2ccc3c(c2)OCO3)cc1OC	-4	4
Cc1nn(Cc2ccc([N+](=O)[O-])cc2)c(=O)n1-c1ccccc1	x	-5
O=C(CSc1nc2ccccc2o1)Nc1cc(C(F)(F)F)ccc1N1CCOCC1	x	-14
CC1CCN(C(=O)CSc2nc3ccccc3[nH]2)CC1	0	10
CCOC(=O)c1ccc(NCc2ccc(N(C)C)cc2)cc1	-1	-11
CC(=O)/C(C(=N)N1CCN(C(c2ccccc2)c2ccccc2)CC1)=C(\C)O	-1	7
CCn1c(SCC(=O)N/N=C/C(C)=C/c2ccco2)nnc1-c1ccccc1	x	10
CCOc1ccc(N=CC2=C(O)CC(C)(C)CC2=O)cc1	0	4
CN(CC(CC(=O)Nc1nncs1)c1ccccc1)S(=O)(=O)c1ccccc1 (stereo unspecified)	6	-14

Laid out differently: entries from further up
structure,RT RNaseH block,RmlCD inh mix
N#Cc1ccc(Oc2ccc(/C=N/O)cn2)cc1,x,-2
COc1ccc(OC)c(NC(=O)Cn2c(-c3ccc(Cl)cc3)noc2=O)c1,7,0
O=P(CCN1CCCCC1)(c1ccccc1)c1ccccc1,x,-10
O=C(Nc1nc(-c2nc3ccccc3s2)cs1)C1COc2ccccc2O1 (stereo unspecified),6,0
O=C(O)CCCC(=O)Nc1ccccc1-n1ccnc1,-6,5
CC1=CC(=C2N=C(c3ccccc3)OC2=O)C=C(C)O1,-17,7
Cc1ccc(CNC(=O)c2ccccc2CCc2ccccc2)cc1,x,-14
COc1ccc(CNC(=O)CSc2nnnn2-c2ccc(O)cc2)cc1,19,-20
Cc1cc(C)nc(NS(=O)(=O)c2ccc(NC(=O)Cn3c(=O)oc4ccccc43)cc2)n1,7,-9
CN1C=CC=C/C1=C1\SC(=S)N(C2CCCCC2)C1=O,x,12
O=C(NCc1ccc(F)cc1)c1cnn2ccccc12,x,-3
CC(=O)Nc1ccc(NCN2C(=O)C3C4CCC(C4)C3C2=O)cc1 (stereo unspecified),x,-14
COc1ccc(CNC(=O)Cn2cc3c(n2)CCCCC3)cc1,-12,2
Cc1ccnc(NC(=O)c2ccc(N3C(=O)CCC3=O)cc2)c1,x,13
Cc1cc2n(c(=O)c1C#N)CCCN2c1cccc(Cl)c1,x,-5
Cc1ccc2cc(CCNC(=O)c3ccc4c(c3)OCO4)c(=O)[nH]c2c1,x,12
Cc1cc(=O)n(CCc2ccccc2)c(O)c1C#N,1,-3
CN1CCN(C(=O)C2=C[C@@H](c3ccccc3)C[C@@H](OCc3ccc(CO)cc3)O2)CC1,x,6
Cc1cc(OCc2nn[nH]n2)c2c(C)c(CC(=O)O)c(=O)oc2c1,-13,19
O=c1c2cn[nH]c2[nH]c(=S)n1-c1ccccc1F,30,10
CCOC(=O)CSC(C)C(=O)Nc1nnc(C(C)C)s1 (stereo unspecified),-5,7
COC[C@]12CN(C)C3C4[C@H](OC)[C@H]1C3([C@@H](OC)C[C@H]2O)[C@@H]1C[C@@]2(O)[C@H](OC(=O)c3ccccc3)[C@@H]1[C@]4(OC(C)=O)[C@@H](O)[C@@H]2OC,x,8
O=C(NC1CCCCCCC1)c1c(O)c2ccccc2[nH]c1=O,16,5
Cc1ccc(NC(=O)N2CCOCC2)c(C)c1,x,-13

Next results
SMILES	RT RNaseH block	RmlCD inh mix
Cc1ccc(CN2C(=O)CCC2C(=O)NCc2cccnc2)cc1 (stereo unspecified)	x	-11
CC1(C)Cc2ccccc2-c2nnc(SCc3ccc(C#N)cc3)n21	-23	40
COC(=O)c1nn(-c2ccccc2)c(Cl)c1/C=N/OCc1ccc(C)cc1	x	4
CCC1=C/C(=C\c2ccc3c(c2)OCO3)C(=O)S1	-4	-4
O=S(=O)(CCCc1ccccc1)c1ncn[nH]1	-13	5
CN(C(=O)C12CC3CC(CC(C3)C1)C2)C1CCS(=O)(=O)C1 (stereo unspecified)	-2	1
COc1ccc2cc(CN(CC3COCCO3)S(=O)(=O)c3ccccc3)c(=O)[nH]c2c1 (stereo unspecified)	-1	-4
C/C(=N\NS(=O)(=O)c1ccc(Cl)c([N+](=O)[O-])c1)c1ccc(C)o1	x	7
Cc1nc2ccccc2c2oc(C(=O)NCCCN3CCCC3=O)cc12	-8	12
COc1ccc(Nc2nnc(SCC(=O)c3cc(C)n(CC4CCCO4)c3C)s2)cc1 (stereo unspecified)	x	-4
COc1ccc(-c2cc(C#N)nc(N3CCN(c4ccccc4)CC3)n2)cc1	x	-13
C#Cc1ccc([C@H]2C=C(C(=O)N3CCOCC3)O[C@@H](OCC)[C@@H]2CCCO)cc1	x	-3
CCOCCCNC(=O)c1ccc(NC(C)=O)cc1	x	-10
Cc1cc2ccccc2c(=O)n1CC(=O)Nc1ccc2c(c1)OCCO2	6	5
N#CC1=C(N)Oc2c(ccc3ccccc23)C1c1cccs1 (stereo unspecified)	x	-11
